Bioassay records (PubChem BioAssay)
NALP3 yeast inh = blocks the NALP3 inflammasome reconstituted in yeast. Yeast reconstituted NLRP3/ASC/caspase-1, beta-gal luminescence, 24 h. inhibition, % at 10 µM. AID 2825. 330,000 tested, 0.39% active;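 active means inhibition of 50% or more; inactive means inhibition below 50%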;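 further: plate controls were induced DMSO wells for no effect and uninduced yeast grown without galactose for full effect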
hIAP inh = blocks human intestinal alkaline phosphatase. 330,000 tested, 0.12% active. purified IAP, CDP-Star luminescence, 30 min. inhibition, % at 10 µM. AID 2544. P09923;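 active means inhibition reaching a set limit with compound at 10 µM in the primary screen, cut at about 35% in these data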;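 further: plate controls were DMSO wells with enzyme for no effect and no-enzyme buffer wells for full effect; values of inactives mirror those of a sister screen read the other way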
mIAP inh = blocks mouse intestinal alkaline phosphatase | inhibition, % at 10 µM | purified mouse IAP, CDP-Star luminescence, 30 min | 330,000 tested, 0.2% active | AID 2806;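 active means inhibition of at least 40% at 10 µM in the primary screen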;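 further: plate controls were DMSO with enzyme for no effect and no enzyme wells for full effect; values of inactives mirror those of a sister screen read the other way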
beta cell repl = induces beta-cell replication in MIN6 cells | MIN6 cells proliferation, ATPlite luminescence, 48 h; cells starved in 0.2% serum; 100% = growth in 10% serum | proliferation, % at 10 µM | 330,000 tested, 0.29% active | AID 2380;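 active means compounds whose signal lies at least 3.5 SD above the mean of all wells on their plate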;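 further: 0% = DMSO-treated cells in low-serum medium and 100% = 10% serum control; some compounds called inactive have numbers as strong as hits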
A3A deaminase = inhibitors of human APOBEC3A DNA deaminase. recombinant A3A, FAM/TAMRA ssDNA deamination fluorescence. inhibition, % at 20 µM. 330,000 tested, 0.41% active. AID 493011;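 active means at least 40% inhibition at 20 µM here, with at most 30% in a related deaminase screen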;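 further: plate controls were A3A with DMSO for no effect and wells lacking A3A enzyme for full effect; some results filed as inactive read as strong as hits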
Target sequence (P31941 whole entry, looked up): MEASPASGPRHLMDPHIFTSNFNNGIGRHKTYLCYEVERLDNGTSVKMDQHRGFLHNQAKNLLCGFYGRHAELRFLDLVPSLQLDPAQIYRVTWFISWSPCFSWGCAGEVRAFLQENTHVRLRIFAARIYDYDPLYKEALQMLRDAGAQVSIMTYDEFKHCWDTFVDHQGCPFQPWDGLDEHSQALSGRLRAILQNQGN
SENP1 FRET inh = SENP1 (human) catalytic domain inhibition | recombinant SENP1 catalytic domain, CyPet-SUMO1-YPet FRET cleavage | inhibition, % at 10 µM | 360,000 tested, 0.21% active | AID 624204;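 active means inhibition at least 30% at 10 µM, raw YFP signal under a set limit, fluorescence ratio 0.5 to 1.5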;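 further: 0% = enzyme with DMSO and 100% = no enzyme wells; some results filed as inactive read as strong as hits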
Target sequence (Q9P0U3 419-644 limits assumed): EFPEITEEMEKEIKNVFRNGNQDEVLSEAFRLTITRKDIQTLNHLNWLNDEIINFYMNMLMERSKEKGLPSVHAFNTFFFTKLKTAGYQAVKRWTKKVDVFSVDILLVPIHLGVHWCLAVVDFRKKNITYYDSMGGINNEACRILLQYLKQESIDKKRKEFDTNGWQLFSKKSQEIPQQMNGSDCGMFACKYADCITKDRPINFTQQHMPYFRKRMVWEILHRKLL
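Material – human SENP1 catalytic domain · Input – SENP1 enzyme, 20 pM final · Compound dosing – single concentration of 10 µM compound, 0.5% DMSO final · Timing – enzyme reaction for 50 min at room temperature, dark · Measured by – FRET fluorescence in CFP and YFP emission channels · Control set – no-enzyme wells low, DMSO-plus-enzyme wells high control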
hIAP activ = human IAP activation; activation factor at 10 µM; AID 2524; purified human IAP, CDP-Star luminescence, 30 min; stronger effect = higher value; 1 = vehicle-only enzyme, 0 = enzyme-free background; P09923; 330,000 tested, 0.16% active;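 active means activation factor of the enzyme at least 2-fold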; further: the source names both 10 and 20 µM as test concentration; values of inactives mirror those of a sister screen read the other way
mIAP act = mouse IAP activation; muIAP, CDP-Star luminescence, 30 min; stronger effect = higher value; 1 = vehicle-only enzyme signal, 0 = enzyme-free wells; activation factor at 10 µM; 330,000 tested, 0.24% active; AID 2805;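 active means activation factor of at least 2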; further: the source names both 10 and 20 µM as test concentration; values of inactives mirror those of a sister screen read the other way
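System: mouse IAP enzyme. Reagent: CDP-Star chemiluminescent phosphatase substrate. Benchmarks: DMSO wells, no-enzyme wells. Times: 30 min enzyme-substrate-compound incubation at room temperature. Detection: luminescence from enzymatic CDP-Star hydrolysis. Doses: test compounds delivered from DMSO solution.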
A3G deaminase = APOBEC3G (human) deaminase inhibition; 330,000 tested, 0.28% active; AID 493012; Q9HC16; recombinant A3G, ssDNA deamination FAM/TAMRA fluorescence; inhibition, % at 20 µM;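 active means inhibition of at least 40% at 20 µM, with no more than 30% in the related APOBEC3A deaminase screen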;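 further: plate controls were DMSO wells with A3G for no effect and wells lacking A3G enzyme for full effect; some compounds called inactive have numbers as strong as hits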
Target sequence (Q9HC16 whole entry, looked up): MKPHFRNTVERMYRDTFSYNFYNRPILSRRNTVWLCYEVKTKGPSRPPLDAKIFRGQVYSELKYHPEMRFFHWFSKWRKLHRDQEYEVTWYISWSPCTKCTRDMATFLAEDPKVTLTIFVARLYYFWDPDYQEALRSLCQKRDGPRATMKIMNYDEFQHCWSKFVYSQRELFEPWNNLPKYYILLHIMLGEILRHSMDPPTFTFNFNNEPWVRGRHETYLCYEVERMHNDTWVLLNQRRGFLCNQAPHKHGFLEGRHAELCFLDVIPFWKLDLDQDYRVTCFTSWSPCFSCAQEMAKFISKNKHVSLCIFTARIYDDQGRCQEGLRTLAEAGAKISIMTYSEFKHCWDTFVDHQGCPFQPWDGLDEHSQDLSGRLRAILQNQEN
Active calls of the source: *; x = no result given. Only part of the results is shown; rates above refer to the full screens.

SMILES	NALP3 yeast inh	hIAP inh	mIAP inh	beta cell repl	A3A deaminase	SENP1 FRET inh	hIAP activ	mIAP act	A3G deaminase
COC(=O)N1CN(C(=O)OC)CN(C(=O)OC)C1	2	-6	2	-3	-2	6	1.1	0.98	-6
CC1(C)CC(=O)c2cc(OCC(=O)NCCN3CCCc4ccccc43)ccc2O1	-4	12	2	0	2	-7	0.89	0.98	-1
O=C(c1cc(-c2ccc3c(c2)OCO3)on1)N1CCCCC1	26	-6	2	-3	-2	3	1.1	0.97	-8
COc1ccc(S(=O)(=O)N(C)CC(=O)NC2CCCC2)cc1OC	-3	-5	8	-3	-4	1	1.1	0.92	-5
CC(C)(C)C(=O)Nc1ccc(F)cc1[N+](=O)[O-]	3	12	2	2	3	-1	0.88	0.98	14
O=C(CCc1ccccc1)N=C1SC2CS(=O)(=O)CC2N1c1ccccc1F (configuration not stated)	9	-7	11	-3	-6	0	1.1	0.89	-2
O=C(c1ccco1)N1CCN(C(=O)C2CCCO2)CC1 (configuration not stated)	-2	-9	2	-2	0	2	1.1	0.98	3
CCOC(=O)C1CCCN(C(=O)Cn2nc(C)c3c(C)n(-c4ccccc4)nc3c2=O)C1 (configuration not stated)	5	16	11	-1	-3	1	0.84	0.89	-1
Clc1cccc(CN2CCSCC2)c1Cl	5	10	4	-4	0	3	0.91	0.96	-1
COc1ccc(N(CC(=O)NCc2ccco2)S(=O)(=O)c2ccc(C)cc2)cc1	9	-7	1	-4	-2	1	1.1	0.99	-7
COc1ccccc1-c1cc(-c2ccccc2)nc(=O)[nH]1	4	-13	-3	-3	-3	4	1.1	1	-9
Nc1ccc2nc(SCC(=O)N3CCN(c4ccccc4)CC3)sc2c1	18	-22	-5	-1	32	-8	1.2	1	4
O=C(NCc1ccc(-c2csnn2)cc1)c1cc(Cl)cc(Cl)c1	21	2	7	-1	-4	0	0.98	0.93	-9
Nc1c(C(=O)CSc2ccccn2)c(=O)[nH]c(=O)n1C1CC1	13	-9	-17	-2	-5	-3	1.1	1.2	-2
CC(=O)NS(=O)(=O)c1ccc(N2C(=O)c3ccccc3C2=O)cc1	12	10	5	2	-2	0	0.9	0.95	-6
C/C(=N\NC(=O)c1ccc(CSc2cccc3cccnc23)cc1)C1CCCCC1	25	-6	7	0	-1	2	1.1	0.93	-3
CCCCc1[nH]nc2c1C1(C(=O)N(CC)c3ccccc31)C(C#N)=C(N)O2 (configuration not stated)	12	-9	-3	-2	2	4	1.1	1	-4
O=C(COc1ccc2cc(Br)ccc2c1)N1CCCC1	12	-20	-1	-2	1	-1	1.2	1	-4
N/C(=N\OC(=O)C1CC1)c1ccc([N+](=O)[O-])s1	9	0	4	-3	6	-1	0.99	0.96	0
CC(=O)Nc1ccc(N2CCCCC2)cc1	10	6	0	2	1	1	0.94	0.99	3
CCn1nc(C(=O)NCC(c2cccs2)N2CCOCC2)c2ccccc2c1=O (configuration not stated)	10	14	-6	1	3	-1	0.86	1.1	27
CCOc1ccccc1N(CC(=O)O)S(=O)(=O)c1ccc(C)cc1	1	-2	-2	0	-2	3	1	1	-6
Cc1cccc(C)c1OCC(=O)Nc1ccc2c(c1)C(=O)NC2=O	18	0	-1	0	0	1	1	1	0
CCOn1c(=O)c(-c2cccc3ccccc23)[n+]([O-])c2ccccc21	13	16	-3	-4	-4	-3	0.84	1	-6
Cc1nn(C)c(Oc2ccccc2)c1CCNS(=O)(=O)c1ccc(Cl)cc1	-11	14	-2	-2	5	1	0.86	1	0
CNc1nc(Sc2cccc(C(F)(F)F)c2)cc(C(F)(F)F)n1	-41	6	2	-3	-3	0	0.94	0.98	-5
O=C(/C=C/c1c(F)cccc1Cl)NCc1ccc2c(c1)OCO2	9	-1	0	-2	-2	-2	1	1	-8
COc1cc2c3nnc(-c4ccc(F)cc4)c-3cn(Cc3cccc(C)c3)c2cc1OC	4	8	-8	-6	-3	-44	0.92	1.1	-2
CCOc1ccccc1N(CC(=O)NCc1ccncc1)S(=O)(=O)c1ccccc1	19	4	1	-2	-1	4	0.96	0.99	-6
C=CCn1c(SCC(=O)NCc2ccco2)nc2sc3c(c2c1=O)CCC3	15	-16	8	0	4	-4	1.2	0.92	0

Profiles as entered above. Values in the order: NALP3 yeast inh	hIAP inh	mIAP inh	beta cell repl	A3A deaminase	SENP1 FRET inh	hIAP activ	mIAP act	A3G deaminase
CCOc1ccccc1N(CC(=O)O)S(=O)(=O)c1ccc(C)cc1 in the list: 1	-2	-2	0	-2	3	1	1	-6
COc1ccc(S(=O)(=O)N(C)CC(=O)NC2CCCC2)cc1OC in the list: -3	-5	8	-3	-4	1	1.1	0.92	-5

Later entries:
SMILES	NALP3 yeast inh	hIAP inh	mIAP inh	beta cell repl	A3A deaminase	SENP1 FRET inh	hIAP activ	mIAP act	A3G deaminase
CCOC(=O)C(=O)N/N=C(/c1ccccc1)c1ccc(OC)cc1	23	37*	-3	4	8	0	0.63	1	-1
CCc1cc(Cn2nc(-c3ccccc3)cc2C(=O)NCc2cccs2)on1	18	-5	-258	-9	-4	4	1	3.6*	-15
Cc1nc2cccc(C(=O)NCc3ccccc3)c2o1	5	10	4	0	1	0	0.9	0.96	0
CCOc1ccc(OC(=O)C(CCS(C)(=O)=O)N2C(=O)c3ccccc3C2=O)cc1 (configuration not stated)	21	-2	-3	-3	-1	2	1	1	7
Cc1cccc(N(C(=O)c2csnn2)C(C(=O)NC(C)(C)C)c2cccnc2)c1 (configuration not stated)	-1	-5	2	-1	-1	2	1.1	0.98	-3
CCc1cccc(NC(=O)CCS(=O)(=O)c2cc3c(cc2C)NC(=O)CO3)c1	5	5	-4	-2	-4	-1	0.95	1	-11
c1ccc2c(C3CCO3)cccc2c1 (configuration not stated)	22	-6	0	-1	1	-2	1.1	1	0
COc1ccc(NS(=O)(=O)c2cccc(C(=O)NN=Cc3ccc(OC)c(O)c3)c2)cc1	3	-2	-1	5	-5	0	1	1	-9
COc1ccc(C2C=C(c3ccc(Br)s3)Nc3ncnn32)cc1OC (configuration not stated)	13	-2	4	1	-23	x	1	0.96	-51
CC(NC(=O)c1ccc(N(C)C)c([N+](=O)[O-])c1)c1ccc(-n2ccnc2)cc1 (configuration not stated)	15	18	6	-3	0	0	0.82	0.94	-5
CCOC(=O)c1sc(NC(=O)c2sccc2C)cc1C	34	10	4	-3	2	2	0.9	0.96	-7
Cc1nn2c3ccccc3n(C)c2nc1=O	1	1	1	-3	-12	-2	0.99	0.99	-4
O=C(NCCN1CCOCC1)c1c(Cl)cccc1Cl	10	-1	-2	-1	0	1	1	1	-2
Cn1c(SCC(=O)N2c3ccccc3Sc3ccc(Cl)cc32)nnc1-c1ccco1	-9	-2	-5	-3	0	3	1	1.1	-1
COCC(C)NC(=S)NC(=O)c1cc(S(=O)(=O)N2CCOCC2)ccc1C (configuration not stated)	15	-5	-7	-3	1	-1	1.1	1.1	-4
CC(C)=CCN1CCN(Cc2cccn2-c2nccs2)CC1CCO (configuration not stated)	0	-2	-3	0	-5	4	1	1	8
COc1cc(OC)cc(C(=O)OCC(=O)NCc2ccco2)c1	32	9	-3	0	3	0	0.91	1	4
Cc1ccc2c(c1)N(Cc1ccc3c(c1)OCO3)C(=O)C(C)O2 (configuration not stated)	20	0	4	0	3	1	1	0.96	-1
CCc1ccccc1NC(=O)C1CCN(C(=O)c2ccc([N+](=O)[O-])cc2)CC1	5	2	7	-2	-3	3	0.98	0.93	-7
CC(C)Cc1cc(CN2CCCC(CO)(Cc3cccc(Cl)c3)C2)[nH]n1 (configuration not stated)	9	-20	-1	-5	1	-2	1.2	1	0
Cc1[nH]c2ccccc2c1C(=O)CSc1ccc(F)cc1	-14	9	-25	-2	-3	3	0.91	1.2	-5
COC(=O)c1ccccc1NC(=O)COC(=O)/C=C/c1ccco1	22	9	21	0	26	-2	0.91	0.79	7
CC1CCN(C(=O)c2ccccc2NC(=O)Nc2ccccc2)CC1	12	18	0	-1	-1	0	0.82	1	7
Cc1ccc(S(=O)(=O)N(C)C)cc1NC(=O)CN1C(=O)NC(Cc2c[nH]c3ccccc23)C1=O (configuration not stated)	-1	-2	1	1	-2	3	1	0.99	-7
COc1ccc(Cl)cc1N(C(=O)c1ccco1)C(C(=O)NC1CCCC1)c1ccncc1 (configuration not stated)	-6	5	4	3	-2	1	0.95	0.96	-7
Cc1nc(N)sc1-c1csc(Nc2cccc(O)c2)n1	-4	-16	35	-3	-6	-12	1.2	0.65	-5
Cc1cccc(C(=O)C2CCN(S(=O)(=O)c3ccc(C(=O)O)cc3)CC2)c1	7	7	-2	-3	1	-1	0.93	1	-3
CCOC(=O)c1c(NC(=O)c2cccc([N+](=O)[O-])c2C(=O)O)sc2c1CCCC2	2	11	5	-5	-2	-2	0.89	0.95	-5
O=C(COC(=O)c1ccc(F)cc1)NCCc1ccc(F)cc1	10	0	-4	-5	-1	4	1	1	-1
Cc1ccc(-c2nnc(SCC(=O)N3CCCc4ccccc43)n2N)cc1	17	-6	-7	-2	-5	1	1.1	1.1	-9
O=C(COC(=O)c1c[nH]c2ccccc12)Nc1ccc([N+](=O)[O-])cc1	14	4	6	-1	1	2	0.96	0.94	0
COc1ccc(NC(=O)C2C3C=CC4(O3)C2C(=O)N(CCN2CCCCC2)C4C(=O)NC2CCCCC2)cc1 (configuration not stated)	20	-5	-2	-2	-2	-3	1	1	-3
CCOC(=O)CCCCCC(=O)Nc1ccc2c(c1)CC(=O)N([C@@H](C)CO)C[C@H](C)[C@@H](CN(C)C(=O)Nc1ccc3c(c1)OCO3)O2	12	-23	-3	-2	1	-1	1.2	1	10
CC1CC(C)CN(C(=O)C2CCCN(c3ncnc4c3nc3n4CCCCC3)C2)C1 (configuration not stated)	18	0	-4	0	-2	1	1	1	-11
CC1CCCC(C)N1C(=O)Nc1cccc(Cl)c1 (configuration not stated)	1	0	-11	1	0	1	1	1.1	0
COc1ccc(S(=O)(=O)N(C)C)cc1NCC(=O)Nc1ccc(Br)cc1F	16	3	-4	-2	1	0	0.97	1	-1
CCOc1ccc(NC(=O)c2cccnc2Cl)c([N+](=O)[O-])c1	25	18	1	0	4	3	0.82	0.99	-7
O=C(NCc1ccccc1CN1CCCC1)c1ccc(OCc2cscn2)cc1	16	8	-10	-2	-2	-3	0.92	1.1	-3
Cc1ccc(C(c2nnnn2CC2CCCO2)N2CCN(C)CC2)cc1 (configuration not stated)	9	2	4	-3	-3	2	0.98	0.96	-6
CCCCn1c(N)c(N(CCOC)C(=O)c2cccc(S(=O)(=O)N3CCCCCC3)c2)c(=O)[nH]c1=O	21	-2	-10	-1	8	-11	1	1.1	-9
CCn1cc(C(=O)C(F)(F)F)c2ccccc21	-2	6	-2	-1	-3	0	0.94	1	-3
CCCN1CNC(=S)N(Cc2ccccc2)C1	8	-14	0	-3	-4	2	1.1	1	-4
